Source: PubChem (National Center for Advancing Translational Sciences (NCATS))
USP2a block: USP2a (human) protease inhibition; 330,000 compounds, 0.01% hits; Potency, µM (doses to about 38.3 µM), for the others: top-dose activity change, negative = inhibition, hits mostly inhibitors; AID 463254; O75604; USP2 core, Ub-CHOP2 coupled fluorogenic reporter, 485/531;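 note: potency is the fitted concentration of half-maximal effect; plate controls were DMSO wells for no effect and full inhibition by NEM control for full effect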
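Cell-free coupled assay: 10nM USP2 core preincubated 30min RT with compound in Tris-HCl pH 8.0/CaCl2/CHAPS buffer, then 25nM Ub-CHOP2 and 25nM reporter substrate; fluorescence (Ex 485/Em 531) read after 60min RT, normalized to NEM inhibition, concentration-response curves fitted.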
B2AR arrestin: recruits beta-arrestin to the human beta2-adrenergic receptor; beta-arrestin recruitment to beta2AR, cell-based reporter; Potency, µM (series often up to 46.1 µM), for the others: at the highest dose activation, hits mostly activators; 330,000 compounds, 0.02% hits; AID 492947;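 note: potency is the fitted concentration of half-maximal effect; 0% = DMSO controls and full agonism = EC100 isoproterenol or metaproterenol; nearly all actives have a fitted effect of over 65% in size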
Giardia killer: kills Giardia lamblia | Giardia lamblia trophozoite viability | activity change, % at 7.66 µM, hits read low | 340,000 compounds, 0.15% hits | AID 540267; in the data active = activity change below about -80%; inconclusive = between about -30% and that limit;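 note: parasites exposed to compound for two days anaerobically before the ATP read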
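ATP-content bioluminescence gauges trophozoite survival. Cells (100/well) receive compound and incubate anaerobically for 48 hrs at 37 deg C; detection reagent follows for 15-30 min at room temperature.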
Coupling enz: inhibits coupling enzyme system, counter-screen for aldolase hits | coupling enzyme system counterscreen, AmpLite Red fluorescence | activity change, negative = inhibition, % at 58.2 µM, hits read low | 290,000 compounds, 0.67% hits | AID 2472; in the data active = activity change below about -30%
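Activity here indicates interference with the coupling reaction, not aldolase inhibition. Compounds at 57.5 uM final met coupling enzymes for 10 min at RT; substrate and AmpLite Red detection followed, with a 525/598 nm fluorescence read after 20 min.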
GALK inhibitor: galactokinase (human) inhibition | 270,000 compounds, 0.007% hits | Potency, µM (highest dose often 57.5 µM), for the others: at the top dose activity change, negative = inhibition, usual class: inhibitors | Purified GALK, Kinase-Glo residual ATP luminescence | AID 1868 | P51570; note: potency is the fitted concentration of half-maximal effect
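The enzyme phosphorylates galactose (100 uM) using ATP (35 uM); inhibition is detected as higher residual ATP, quantified by bioluminescence after 1 h reaction at room temperature, pH 8.0.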
uPA generation: blocks generation of uPA at the cell surface | cell surface uPA generation assay, qHTS | AID 540303 | Potency, µM (series often up to 38.3 µM), inactives show at the top dose activity change, negative = inhibition, most hits filed as inhibitors | 330,000 compounds, 0.31% hits; active = well fitted inhibition curve with a large enough effect; inconclusive = small, poorly fitted or top-dose-only effect; inactive = no such curve, though single readings can be large or run the other way; tested in mouse RAW 264.7 cells; note: potency is the fitted concentration of half-maximal effect; nearly all actives have a fitted effect of over 55% in size
Eya2 inh: Eya2 (human) phosphatase inhibition; recombinant Eya2, OMFP fluorescence dephosphorylation (OMFP is methylfluorescein phosphate); 330,000 compounds, 0.006% hits; O00167; Potency, µM (titrated, usually from 76.9 µM), inactives show at the highest dose activity, negative = inhibition, actives largely listed as inhibitors; note: potency is the fitted concentration of half-maximal effect
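Eya2 protein (added as 0.2 uM solution) was preincubated with compound for 10 min at ambient temperature in 50 mM HEPES pH 7.5, 50 mM NaCl, 5 uM MgCl2, 0.05% BSA, 1 mM DTT. OMFP (added at 50 uM) then reacted 10 min; fluorescence read at 485/525 nm.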
KCNH2 3.1 block: blocks the human KCNH2 3.1 channel isoform; U2OS KCNH2 3.1, thallium flux FluxOr; active compounds read low; activity change, % (tested at about 1.8 µM); 340,000 compounds, 0.95% hits;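 active = maximum activity change below -70%; inconclusive = maximum activity change from -70% to -50%; inactive = maximum activity change above -50%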;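 note: thallium influx rate constant from kinetic fluorescence after stimulation buffer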
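Kinetic fluorescence (2 min after stimulation buffer) measures Tl+ influx through KCNH2 3.1 expressed by viral transduction in U2OS cells; the rate constant is normalized against DMSO controls serving as positive and negative references.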
KCNH2 WT inh: blocks the wildtype human KCNH2 potassium channel | Q12809 | U2OS, BacMam KCNH2, thallium flux FluxOr; active compounds read low | activity change, % at 1.84 µM | 340,000 compounds, 0.37% hits;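 active = maximum activity change below -70%; inconclusive = maximum activity change between -70% and -50%; inactive = maximum activity change above -50%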
Target sequence (Q12809 whole entry, looked up): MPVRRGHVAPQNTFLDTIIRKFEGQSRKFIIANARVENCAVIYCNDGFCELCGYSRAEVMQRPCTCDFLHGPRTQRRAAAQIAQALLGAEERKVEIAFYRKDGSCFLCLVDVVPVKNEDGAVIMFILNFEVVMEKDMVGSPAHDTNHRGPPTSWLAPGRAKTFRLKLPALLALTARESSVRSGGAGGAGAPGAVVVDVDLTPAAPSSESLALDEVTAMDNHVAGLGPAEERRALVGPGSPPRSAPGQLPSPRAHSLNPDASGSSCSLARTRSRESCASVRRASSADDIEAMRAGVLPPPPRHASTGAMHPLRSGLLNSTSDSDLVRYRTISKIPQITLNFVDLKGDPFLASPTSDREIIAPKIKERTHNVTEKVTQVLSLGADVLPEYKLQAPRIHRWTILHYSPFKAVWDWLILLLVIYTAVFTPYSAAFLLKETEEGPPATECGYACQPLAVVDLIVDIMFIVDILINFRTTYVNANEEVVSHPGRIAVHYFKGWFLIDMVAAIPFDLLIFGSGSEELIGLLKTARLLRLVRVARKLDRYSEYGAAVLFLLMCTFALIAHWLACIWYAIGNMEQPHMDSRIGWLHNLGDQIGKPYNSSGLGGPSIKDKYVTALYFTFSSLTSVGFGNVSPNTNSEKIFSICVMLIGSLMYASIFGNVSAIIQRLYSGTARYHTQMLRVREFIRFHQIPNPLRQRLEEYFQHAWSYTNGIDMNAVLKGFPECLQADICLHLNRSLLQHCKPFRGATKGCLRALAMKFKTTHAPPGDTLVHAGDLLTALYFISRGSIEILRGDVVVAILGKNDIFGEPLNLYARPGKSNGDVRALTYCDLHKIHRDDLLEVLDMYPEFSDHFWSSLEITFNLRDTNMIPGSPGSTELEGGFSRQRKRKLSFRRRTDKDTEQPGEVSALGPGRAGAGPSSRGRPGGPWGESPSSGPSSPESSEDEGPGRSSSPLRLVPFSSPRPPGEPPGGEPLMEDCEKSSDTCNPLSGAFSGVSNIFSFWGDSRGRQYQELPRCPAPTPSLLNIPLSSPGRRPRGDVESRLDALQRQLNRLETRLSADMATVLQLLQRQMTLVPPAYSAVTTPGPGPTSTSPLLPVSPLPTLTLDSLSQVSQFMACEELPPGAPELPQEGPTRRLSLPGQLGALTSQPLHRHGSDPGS
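U2OS cells were transduced with wild-type KCNH2 virus (2.03 x 10^8 / mL) for 4 h at room temperature, then cultured overnight at 37 C. Thallium flux was read with FluxOr dye. Rate constants were normalized to DMSO controls.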
BCR signal inh: blocks chronic active B-cell receptor signaling. ABC-DLBCL IkBa-CBG/CBR reporter, luminescence ratio, 4 h. Potency, µM (doses to about 46.1 µM), inactives show top-dose ratio change, negative = lower green/red ratio, usual class: inhibitors. 340,000 compounds, 0.05% hits. AID 493014; active = well fitted inhibition curve with a large enough effect in the signal ratio, with a control signal flat, not every such curve was filed as active; inconclusive = small, poorly fitted or top-dose-only effect, or effect the other way, or a change in a side signal; the % refers to the signal ratio;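 note: potency is the fitted concentration of half-maximal effect; plate controls were basal doxycycline-induced cells for no effect and cells given 10 µM MG132 for full effect; MG132 reads +100%, hits lower the ratio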
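TMD8 human ABC-DLBCL cells with doxycycline-inducible IκBα–green luciferase fusion and unfused red luciferase, in 0.5% FBS medium; compounds up to 46 uM, 4 h at 37C. Green/red luminescence ratio, filter-overlap corrected, fitted to concentration-response curves.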
PKM2 activator: PKM2 (human) enzyme activation | P14618 | purified PKM2, Kinase-Glo ATP luminescence, activation; response scale: 0% is enzyme alone, no compound | Potency, µM (top dose mostly 57.5 µM), for the others: top-dose activation, actives largely listed as activators | 260,000 compounds, 0.34% hits | AID 1631; note: potency is the fitted concentration of half-maximal effect; nearly all actives have a fitted effect of over 55% in size
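ATP formation by purified human PK-M2, quantified via coupled luciferase luminescence after 1 h at room temperature with 0.1 mM ADP and 0.5 mM PEP final.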
* hit, by the source's call; u = inconclusive; x = no result given; [ ] = remark or other dose. Unless noted, calls come from the whole dose curve; as a rule, active = well fitted curve in the direction sought with a large enough effect; inconclusive = small, poorly fitted or top-dose-only effect, or another doubt; inactive = no such curve, though single readings can be large; an effect the other way counts as inactive or inconclusive. Unless noted, % is set by controls: 0 for no effect and ±100 for the full control effect. Outcome played no part in choosing rows (roughly 2.4% active in at least one column).

molecule	USP2a block	B2AR arrestin	Giardia killer	Coupling enz	GALK inhibitor	uPA generation	Eya2 inh	KCNH2 3.1 block	KCNH2 WT inh	BCR signal inh	PKM2 activator
COc1ccc(C(=O)NCCSCc2ccc(Cl)cc2)cc1OC	-2%	0.0%	-16	1	-1%	4%	-12%	1	-13	4%	-3%[11.5 µM]
O=C(Nc1ccccc1)c1cccnc1Nc1ccccc1	-1%	-0.1%	0	-4	-3%	-4%	8%	-1	-1	-1%	-2%
Cc1ccc(NC(=O)c2cncc(Br)c2)nc1	3%	-0.2%	-10	x	-1%	-2%	6%	-5	-15	u	-5%
Cc1ccc(S(N)(=O)=O)cc1	1%	0.2%	19	x	x	0%	1%	4	-8	0%	x
O=C(Nc1ccnn1C1CCN(C(=O)c2ccc(Cl)c(F)c2)CC1)C1CCOC1 (configuration not stated)	4%	3.6%	-9	x	5%	-7%	-1%	9	3	0%	-15%
CC(=O)c1ccc(NC(=O)CCc2c(C)nc3ncnn3c2C)cc1	-1%	-0.9%	9	0	0%	8%	6%	0	10	-1%	-1%
CC(C)[C@H](Nc1ccc(C(F)(F)F)cc1[N+](=O)[O-])C(=O)O	2%	0.4%	4	15	3%	-3%	21%	5	-2	1%	0%
Cc1cccc(OCC(=O)O/N=C(\N)Cc2ccc(Cl)cc2)c1	x	x	29	5	0%	-6%	x	-1	0	x	-3%
CCOc1ccc(NS(=O)(=O)c2ccc3[nH]c(=O)oc3c2)cc1	1%	0.0%	-28	7	3%	12%	-2%	-12	-20	u	2%
Cc1cc(C(=O)COC(=O)c2cccc(NS(C)(=O)=O)c2)c(C)n1CC1CCCO1 (configuration not stated)	-2%	-0.2%	u	x	x	-7%	1%	9	-4	-3%	x
COc1ccc(N2CCOCC2)c(NC(=O)c2ccco2)c1	0%	0.0%	6	1	-3%	-1%	-2%	-12	2	-7%	x
Cc1noc(C)c1C(=O)OCC(=O)/C=C1\N(C)c2ccccc2C1(C)C	0%	-0.4%	0	1	-1%	1%	-12%	-6	-1	15%	-5%
CCN(CC(=O)NC(C)C)C(=O)[C@@H](NC(=O)c1ccco1)C(C)C	-1%	0.2%	21	0	-1%	-1%	-11%	17	5	0%	2%
COc1cc(C(=O)Nc2ccc(NC(=O)C3CCCCC3)nc2)cc(OC)c1OC	4%	0.1%	10	2	15%	-11%	0%	-18	10	16%	1%
O=[N+]([O-])c1ccccc1/C=N/N1CCN(c2ccccn2)CC1	-1%	-0.1%	-5	-1	-1%	1%	-33%	-9	16	-2%	-1%
O=C(COC(=O)c1ccc(-c2ccc([N+](=O)[O-])cc2)o1)NC(=O)NC12CC3CC(CC(C3)C1)C2	-1%	-1.5%	-3	-3	-1%	4%	1%	-8	0	5%	1%
COCCCn1c(SCC(=O)Nc2ccc(C(C)=O)cc2)nc2ccccc2c1=O	-3%	-0.9%	4	0	-1%	0%	-7%	3	6	-1%	16%
O=C(CNC(=O)c1ccc2ccccc2c1)NCc1ccccc1F	2%	0.2%	9	x	-3%	0%	-17%	-10	0	2%	-7%
Clc1cccc(Cl)c1CSc1nnc(/C=C/c2ccccc2)o1	4%	0.0%	-7	-5	-3%	0%	9%	3	-4	-11%	-3%
Cc1ccc(/C=C/C(=O)Nc2ccncc2)o1	3%	-0.6%	-3	1	4%	3%	6%	19	3	u	23%
COc1ccccc1C(=O)OCCCN=C1NS(=O)(=O)c2ccccc21	13%	-1.3%	-2	0	-3%	-3%	-4%	-4	-10	u	3%
Cc1ccc(CN(C)C(=O)C2CCN(C(=O)Nc3ccccc3)CC2)o1	2%	3.1%	-7	x	x	-2%	-17%	6	-5	u	x
COc1cccc(N2CCN(C(=O)CCS(=O)(=O)c3ccc4c(c3)oc(=O)n4C)CC2)c1	2%	0.1%	-13	x	4%	-3%	-1%	2	-1	0%	x
Cc1cc(C)cc(NC(=O)CSc2cc(C(=O)c3nccn3C)c3ccccc3n2)c1	-5%	-0.5%	5	-3	1%	1%	1%	-19	2	-1%	-2%
O=C(CSc1ccc(-c2ccncc2)nn1)N1CCN(c2ccccc2)CC1	8%	0.1%	5	2	-2%	7%	-16%	-3	10	3%	3%
Cc1c(C(=O)OCc2ccccc2)nnn1-c1nonc1N	-2%	0.2%	-18	-1	-1%	8%	-9%	2	-3	u	u
CCOc1cc(N2CCOCC2)c(OCC)cc1NC1=NCCCCC1	-2%	0.4%	-5	-32*	2%	4%	3%	33	1	4%	2%
O=C1Nc2ccc(Cl)cc2C12OCCCO2	-1%	-4.2%	2	-2	0%	-1%	8%	25	-9	-3%	0%
COC(=O)c1ccc(-c2sc3nc(N4CCOCC4)c4c(c3c2N)CCCC4)o1	1%	-1.4%	-3	-6	2%	5%	5%	10	0	4%	-2%
COc1ccc2oc(=N)c(C(=O)Nc3ccc(Cl)cc3)cc2c1	5%	0.5%	-10	3	5%	11%	7%	17	-4	-1%	-1%
CCOc1ccc(NC(=O)C(Cc2ccccc2)NC(=O)C2CCCCC2)cc1 (configuration not stated)	1%	0.1%	7	1	-1%	1%	-12%	11	0	-1%	8%
CC1=C(C(=O)Nc2ccccc2)C(c2cccs2)NC(=O)N1 (configuration not stated)	1%	-0.9%	-10	1	11%	22%	-3%	6	x	-1%	-7%
COc1ccccc1CNC(=O)CCCc1ccccc1	-2%	-3.6%	-28	2	3%	3%	2%	3	-2	1%	-5%
CCCCC(=O)Nc1cc(NC(=O)CC)ccc1Cl	-1%	0.1%	5	-1	3%	0%	-2%	3	-5	u	5%
Cc1ccc(NC(=O)CCNC(=O)c2ccc(Cl)cc2)cc1C	1%	0.3%	5	1	-1%	8%	17%	6	-11	0%	x
O=c1[nH]c(=O)n(C2CCCCCC2)c(O)c1C=NCc1ccc(F)cc1	0%	-0.6%	32[activator]	0	-3%	1%	-4%	17	-11	-20%	13%
CCO/C=N/c1c(C#N)c(CC#N)nn1-c1ccccc1	-1%	0.0%	5	7	3%	x	-16%	-1	-10	-7%	-4%
Cc1cc(C)n(S(=O)(=O)c2ccc(F)cc2)n1	0%	0.0%	u	2	9%	8%	-11%	26	0	8%	9%
CN(C)S(=O)(=O)c1ccc(Cl)c(NC(=O)COC(=O)CNC(=O)c2ccco2)c1	1%	-0.3%	2	-2	1%	15%	-13%	-30	5	u	28%
Cc1ccc(SCc2[nH]nc3c2C2(C(=O)Nc4ccc(F)cc42)C(C#N)=C(N)O3)cc1 (configuration not stated)	-2%	0.3%	9	-3	-2%	-5%	11%	7	-6	u	-1%
Cc1cc(C(F)(F)F)nn1CC(=O)Nc1cccnc1	-2%	-0.1%	-29	4	-1%	12%	-3%	0	2	-7%	-12%
CCC(C)C(NC(=O)C1CCC(C)CC1)C(=O)NCc1ccco1 (configuration not stated)	0%	-0.6%	-8	-1	-2%	-1%	15%	-18	-2	-5%	0%
CCCCOC(=O)c1ccc(S(N)(=O)=O)o1	2%	-1.7%	u	0	0%	5%	3%	21	-2	2%	0%
O=C(Oc1ccc(Cl)c2cccnc12)c1ccco1	-1%	u	-19	-3	-2%	-5%	5%	2	-7	u	5%
CCc1noc(C)c1C(=O)Oc1ccc(N(C)S(=O)(=O)c2ccc(C)cc2)cc1	2%	0.2%	9	x	x	u	3%	-14	3	2%	x
CC(C)OCCCNC(=O)Cn1nc(-c2ccccc2)ccc1=O	0%	0.5%	25	-1	2%	7%	6%	-7	3	0%	0%
COc1ccc([N+](=O)[O-])cc1NC(=O)Cc1c(Cl)cccc1Cl	2%	-0.9%	0	3	-3%	15%	6%	-4	-4	-1%	-7%
CCCC[C@]12Cc3cc(C#N)ccc3C(O1)c1c(cc(-c3ccccc3)oc1=O)O2	-6%[7.66 µM]	0.0%[9.22 µM]	x	1	x	x	-5%[15.4 µM]	x	x	u	-2%[11.5 µM]
O=C(c1ccc(Cn2c(=S)[nH]c3ccccc3c2=O)cc1)N1CCN(c2ccccn2)CC1	1%	-0.2%	-19	-1	1%	-1%	7%	13	10	1%	-1%
CC(C(=O)NC1CCCc2ccccc21)N1C(=O)C2CCCCC2C1=O (configuration not stated)	-1%	-0.2%	11	x	x	-6%	-13%	-7	17	0%	x
O=C(C[n+]1cc(-c2ccc(Cl)cc2)n2c1CCCCC2)c1ccccc1	4%	0.0%	-5	0	0%	-4%	4%	-130*	12	u	-1%
COc1ccc(S(=O)(=O)N2CCOC23CCN(S(=O)(=O)c2ccc([N+](=O)[O-])cc2)CC3)cc1	-1%	0.3%	-8	x	x	-19%	-13%	-11	9	8%	x
N#Cc1ccc(CN2CCN(CC(=O)NCCc3ccc(Cl)cc3Cl)CC2)cc1	0%	-0.7%	-8	3	-1%	-7%	-14%	-80*	-79*	1%	x
